Rac1 wt modul: wildtype Rac1 GTP binding modulators, primary screen, biochemical, GST-Rac1 beads, flow cytometry, multiplex. fluorescent GTP binding; actives lie on both sides; 0 = cold GTP competed, 100 = untreated. GTP binding activity (% of control), % at 10 µM. 190,000 tested, 0.27% active. AID 757, 2007;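 active = GTP binding activity at least 20 points away from the 100% control level, either lower or higher; inconclusive = compound flagged as likely green fluorescent, judged across all proteins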
Cdc42 wt GTP: modulators of GTP binding to wildtype Cdc42, primary screen, biochemical, multiplex bead flow cytometry, Bodipy-GTP. Cell division control protein 42 homolog (Homo sapiens), P60953. GST-Cdc42 beads; actives lie on both sides. percent activity (GTP binding), % at 10 µM. 190,000 tested, 0.2% active. AID 761, 2007;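 active = percent activity GTP binding at least 20 points away from the 100% baseline, either down as inhibitor or up as activator; inconclusive = compound flagged as likely green fluorescent from well-wide comparison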;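 also: median bead fluorescence of bound Bodipy-FL-GTP at 100 nM; 0% = excess unlabeled GTP control and 100% = no compound control; below 100% means less GTP binding so inhibitor and above means activator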
Target sequence (P60953 whole entry, looked up): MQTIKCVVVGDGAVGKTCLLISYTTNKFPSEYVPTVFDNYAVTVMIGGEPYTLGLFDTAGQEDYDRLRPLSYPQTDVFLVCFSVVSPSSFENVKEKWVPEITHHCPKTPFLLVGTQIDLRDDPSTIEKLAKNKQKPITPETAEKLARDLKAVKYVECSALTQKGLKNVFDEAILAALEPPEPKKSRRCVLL
Rab7 wt modul: modulators of GTP binding to Rab7, primary screen, biochemical, wildtype, multiplex bead flow cytometry; 190,000 tested, 0.055% active; GTP binding activity (percent of control), % at 10 µM; AID 758, 2007; Rab7 GTPase wild type (dog), Bodipy-FL-GTP binding; GST-Rab7 beads, fluorescent GTP binding; actives lie on both sides; untreated = 100%, excess cold GTP = 0%;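 active = fluorescent GTP binding to Rab7 beads changed by at least 20 points from the 100% baseline, either direction, mostly lower; inconclusive = compound itself probably fluorescent, or too few beads counted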;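 also: median green fluorescence of bound Bodipy-FL-GTP per Rab7 bead population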
Pf gametocyte: late stage P. falciparum gametocyte viability inhibitors, primary screen, ATP luminescence, HTS | P. falciparum stage V gametocytes, 24 h | inhibition, % at 10.9 µM | 150,000 tested, 0.065% active;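 active = inhibition above the mean plus 3 SD of compounds within the control limits, set per campaign, cut at about 38% in these data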;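 also: 0% = DMSO wells and 100% = medium only without gametocytes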
Mcl1-Noxa inh: Mcl-1/Noxa binding inhibitors, primary screen, biochemical, TR-FRET, 1536-well; Induced myeloid leukemia cell differentiation protein Mcl-1 (Homo sapiens), Q07820; TR-FRET Mcl-1/Noxa peptide binding, 2 h; inhibition, % at 21.7 µM; 220,000 tested, 1.5% active; AID 1022, 2008;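 active = compounds that cut the protein-peptide binding signal by more than 50% relative to plate controls in a single-dose test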;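 also: His-tagged Mcl-1 with rhodamine Noxa BH3 peptide and terbium anti-His antibody; 0% = Mcl-1 plus Noxa peptide wells and 100% = peptide-only wells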
Target sequence (Q07820 whole entry, looked up): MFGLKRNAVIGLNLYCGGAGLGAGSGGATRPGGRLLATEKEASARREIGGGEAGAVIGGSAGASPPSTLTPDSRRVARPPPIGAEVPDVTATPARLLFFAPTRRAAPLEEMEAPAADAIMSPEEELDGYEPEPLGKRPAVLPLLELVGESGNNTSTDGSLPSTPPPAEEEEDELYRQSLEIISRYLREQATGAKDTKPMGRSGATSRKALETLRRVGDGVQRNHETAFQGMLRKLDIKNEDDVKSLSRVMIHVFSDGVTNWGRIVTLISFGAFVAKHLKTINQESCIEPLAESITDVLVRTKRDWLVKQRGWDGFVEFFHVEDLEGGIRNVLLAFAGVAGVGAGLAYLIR
ABCB1 block: ABCB1 efflux pump inhibitors, primary screen, cell-based, multiplex, flow cytometry, ABCG2 counter-screen; ATP-dependent translocase ABCB1 (Homo sapiens), P08183; 190,000 tested, 0.067% active; CCRF-Adr cells, JC-1 efflux; inhibition, % at 6.6 µM; in the data active = inhibition above about 40%;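 also: 0% = vehicle and 100% = reference inhibitor; higher value means more JC-1 retained so stronger ABCB1 efflux block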
Rab2A wt mod: modulators of GTP binding to Rab2A wildtype, primary screen, biochemical, dog, bead-based flow cytometry, multiplex. 190,000 tested, 0.19% active. AID 760, 2007. GTP binding activity, % at 10 µM. Ras-related protein Rab-2A (Canis lupus familiaris), P61105. GST-Rab2 wt beads, Bodipy-GTP binding;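 active = GTP binding activity at least 20 points away from 100%, either lowered or raised; inconclusive = signal likely due to the compound's own green fluorescence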;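 also: 0% = beads with excess unlabeled GTP and 100% = no-compound control corrected for plate trend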
HRas wt GTP bind: modulators of GTP binding to HRas wildtype, primary screen, biochemical, bead-based flow cytometry, multiplex. GTP binding activity, % at 10 µM. 190,000 tested, 0.14% active. GST-Ras wt beads, Bodipy-FL-GTP binding; actives lie on both sides;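 active = GTP binding activity at least 20% away from the 100% baseline, either lowered as inhibitor or raised as activator; inconclusive = flagged as likely green fluorescent, judged across all proteins in the well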;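 also: 0% = unlabeled GTP competition control and 100% = no-compound control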
Target sequence (P01112 whole entry, looked up): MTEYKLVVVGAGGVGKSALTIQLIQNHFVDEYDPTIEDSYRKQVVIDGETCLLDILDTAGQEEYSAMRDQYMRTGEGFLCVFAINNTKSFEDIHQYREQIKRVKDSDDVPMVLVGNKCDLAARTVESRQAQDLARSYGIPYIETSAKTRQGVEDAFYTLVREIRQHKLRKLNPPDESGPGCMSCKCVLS
Avidin bead fluor: green autofluorescence of compounds with avidin beads – biophysical, 488/530 nm, flow cytometry, artefact control, profiling panel | compound fluorescence 488/530 nm; hits give high values | fluorescence (KMESF) at 10 µM | 220,000 tested, 0.38% active; in the data active = fluorescence above about 47; also: inactives centre near 10
ABCG2 inh: ABCG2 efflux pump inhibitors, primary screen, multiplex with ABCB1, IgMXP3 cells, flow cytometry; 190,000 tested, 0.1% active; JC-1 efflux; Broad substrate specificity ATP-binding cassette transporter ABCG2 (Homo sapiens), Q9UNQ0; inhibition, % at 6.6 µM;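 active = inhibition above 80%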;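 also: 0% = DMSO and 100% = nicardipine control wells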
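Incubation: cells with compound and JC-1, 10 min at 25 °C, rotating, no wash / Test system: IgMXP3 (ABCG2) plus far-red-tagged CCRF-Adr (ABCB1) cells / Compound dosing: one concentration, 6.6 µM final / Also added: JC-1 fluorescent substrate / Evaluation: efflux inhibition in percent versus controls / Detection: flow cytometry, 530 nm JC-1 signal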
Rac1 mut GTP: GTP binding modulators of activated mutant Rac1, primary screen, biochemical, bead-based flow cytometry, multiplex, fluorescent GTP; percent activity (GTP binding), % at 10 µM; 190,000 tested, 0.11% active; Ras-related C3 botulinum toxin substrate 1 (Homo sapiens), P63000; GST-Rac1 activated beads; actives lie on both sides; 100% means binding = to untreated wells;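 active = GTP binding at least 20 percentage points away from the 100% baseline, in either direction, so actives lie on both sides; inconclusive = Compound likely fluorescent itself, or too few beads counted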
* = called active by the depositor; ? = inconclusive; / = not tested or not shown; & = joins results of further samples; [ ] = another dose, or the depositor's remark.

SMILES	Rac1 wt modul	Cdc42 wt GTP	Rab7 wt modul	Pf gametocyte	Mcl1-Noxa inh	ABCB1 block	Rab2A wt mod	HRas wt GTP bind	Avidin bead fluor	ABCG2 inh	Rac1 mut GTP
CCC(C)(C)NC(=O)c1cc(C(=O)OC)cc([N+](=O)[O-])c1	98	101	98	-2	-13	0.4	101	99	8	0	97
O=C(C1CCN(S(=O)(=O)c2cccc3cccnc23)CC1)N1CC=C(c2ccccc2)CC1	103	99	100	/	-4	0.7	99	100	7	3	100
CC(C)(C)CC(=O)Nc1ccccc1N1CCN(c2ccccc2)CC1	97	94	93	16	8	0.6	95	99	10	7	94
Nc1nc2sc3c(c2cc1C(=O)N1CCOCC1)CCCC3	100	100	100	/	1	0.2	101	100	10	0	98
CCSC1=NCCN1S(=O)(=O)c1ccc(F)cc1	102	101	105	6	-5	0.5	99	101	13	2	99
CCC(C)(C)NC(=O)c1ccc(Br)o1	103	104	100	-12	-7	0.6	103	102	2	2	101
COc1ccc(-c2ccc(CNCCCN3CCOCC3)o2)cc1Cl	102	103	103	-29	22	0.7	100	102	11	3	95
CC(=O)Nc1ccc(CN2CCc3c([nH]c4ccccc34)C2c2ccccn2)cc1 (centres undefined)	98	96	93	4	12	-0.1	95	95	10	-1	95
COc1ccc(/C=N/NC(=O)C2C(C=C(Cl)Cl)C2(C)C)c(OC)c1 (centres undefined)	97	100	98	16	10	0.2	96	95	14	3	95
Cc1ccc2nc(C)cc(OCC(=O)O)c2c1	95	98	98	/	0	0.3	94	98	34	0	95
CC(=O)Nc1ccc2nc(NC(=O)COc3ccc([N+](=O)[O-])cc3)sc2c1	104	101	107	/	56*	0.7	103	102	18	2	100
Cc1cc2c(c(=O)n1Cc1cccnc1)C(Cc1ccccc1)C(C#N)=C(N)O2 (centres undefined)	111	104	97	/	0	0.5	99	102	6	2	98
O=[N+]([O-])c1cc(-c2n(-c3ccccn3)c3ccccc3[n+]2-c2ccccn2)ccc1Cl	95	98	94	32	0	2.2	93	94	21	5	94
Cn1c(=O)cc(OCCCC(=O)N2CCN(c3ccccc3)CC2)c2ccccc21	96	97	96	9	6	0.5	99	99	11	2	98
CCn1ccnc1CN(C)Cc1cn(-c2ccc(C)cc2)nc1-c1ccc(F)cc1	98	98	108	/	23	2.3	100	100	11	4	97
Cn1c(=O)c2c(ncn2CC(O)CNc2cccc(Cl)c2)n(C)c1=O (centres undefined)	124*[activator]	107	107	/	-1	0.6	107	106	11	6	104
Cc1cccc(NC2(C(F)(F)F)N=C(c3ccccc3)NC2=O)n1 (centres undefined)	108	103	102	/	12	0.1	102	105	38	1	101
COC(=O)c1c(-n2c(C)cc(C=O)c2C)sc2c1CCCC2	103	99	94	/	-6	-0.3	95	100	21	0	99
O=C(CN1CCC(c2nc3ccccc3s2)CC1)N1CCCCC1	99	98	104	19	-3	-0.1	102	100	12	0	95
O=C(O)C1CCCN1c1ncnc2c1oc1ccccc12 (centres undefined)	103	102	101	-11	3	0.0	100	102	43	0	98
CC(=O)CC(=O)Nc1cccc2c1CCCC2	109	102	100	-17	7	3.2	102	104	11	10	104
COc1ccc(CCC(=O)Nc2cc(Cl)ccc2N2CCN(C)CC2)cc1	102	99	103	-14	33	1.5	103	101	41	4	100
CCOC(=O)N1CCN(C(=O)CSc2nnc(-c3cc(OC)cc(OC)c3)o2)CC1	104	104	101	-30	7	0.3	101	101	11	5	101
O=C(CC(c1ccco1)S(=O)(=O)c1ccccc1)c1ccc(F)cc1 (centres undefined)	97	96	98	/	23	0.2	95	93	9	7	97
O=C(NC1(C(F)(F)F)OCCO1)c1ccc(F)cc1	102	97	101	5	-9	-0.4	98	99	22	-1	99
CN1C(=O)C(O)(CC(=O)c2ccccc2O)c2cc(Br)ccc21 (centres undefined)	104	104	102	/	11&10	0.4	101	99	6	1	98
Cc1cc(C)n2nc(N)c(N=Nc3ccc4c(c3)OCO4)c2n1	89	99	97	7	25	-1.0	94	97	6	-6	96
CCOc1ccc(C(=O)Nc2c3c(nn2-c2ccc(F)cc2)CS(=O)C3)cc1 (centres undefined)	101	99	99	14	-2	0.0	99	101	9	0	97
CCCn1c(NCc2cc(OC)ccc2OC)nc2ccccc21	107	103	102	4	8	1.1	100	102	19	5	100
CN1CCN(S(=O)(=O)c2ccc(Cc3ccc(S(=O)(=O)N4CCN(C)CC4)cc3)cc2)CC1	107	103	100	/	2	0.1	100	103	6	31	98
CCOC(=O)c1cc(-c2ccccc2)sc1NC(=O)CSc1nnc(N)s1	95	93	93	13	11	0.2	96	92	6	3	93
OCC(O)C(O)C(O)C(O)c1nc2ccccc2[nH]1 (centres undefined)	99	95	95	11	7	0.3	96	96	11	4	96
OCCN1CCN(C(=S)Nc2ccccc2)CC1	99	98	91	2	8	2.0	96	92	17	7	96
Cc1ccc(C(C(=O)NC2CCCC2)N2CCCC(C)C2)cc1 (centres undefined)	106	103	99	/	15	0.5	101	102	7	0	99
CC(C)c1ccc2nc3sc(C(=O)N4CCc5ccccc5C4)c(N)c3cc2c1	97	96	96	/	24	0.8	95	99	8	9	91
COc1ccc(O)c(C(=O)c2coc(=N)c(C(=O)Nc3ccc(SC(F)F)cc3)c2)c1	99	96	96	23	23	1.0	98	96	4	5	97
CCCC1CC(C)(C(=O)Cn2[nH]c(=O)ccc2=O)OC1=O (centres undefined)	?	?	?	5	10	0.1	?	?	19	1	?
COc1ccc(OC)c(S(=O)(=O)NCc2cn3cccc(C)c3n2)c1	103	102	94	/	21	0.2	98	100	5	0	98
CS(=O)(=O)N(CC(=O)NCc1ccc2c(c1)OCO2)c1cccc(Cl)c1	101	99	107	-2	0	0.4	101	101	11	1	99
C=CCNC(=O)c1ccc(N(C)S(=O)(=O)c2ccc(OC)cc2)cc1	103	97	100	9	12	0.3	99	100	6	1	97
O=C(Oc1cccc2c(OC(=O)N3CCCC3)cccc12)N1CCCC1	106	101	100	/	18	0.2	100	103	6	1	101
CCc1nc(C)ccc1OC(=O)C12CC3CC(CC(C3)C1)C2	105	101	99	4	4	0.0	97	98	21	9	97
CCOC(=O)c1cccc(NC(=O)CSc2nnnn2C)c1	?	?	?	/	9	0.2	?	?	6	2	?
Cc1ccc(NS(=O)(=O)c2cc([N+](=O)[O-])ccc2NNC(=S)Nc2cc(C)ccc2C)c(C)c1	87	83	93	/	44	-0.2	91	91	16	-2	91
O=C(c1cccc2ccccc12)C1CCCN(C(=O)CCCn2cncn2)C1 (centres undefined)	109	105	103	-19	16	1.1	104	107	10	3	102
CCC(=O)Nc1c(C(=O)N2CCN(c3ccccn3)CC2)cnn1-c1ccc(Cl)cc1	106	102	99	-17	19	3.5	102	103	12	5	102
COC(=O)c1ccccc1OS(=O)(=O)N(C)C	100	97	104	16	7	-0.3	102	101	10	-2	98
CCCCCCCSc1nsc(N)n1	110	102	101	/	-1	1.3	100	103	7	4	99
COc1cccc(N2CC(C(=O)NC3CCCCC3)CC2=O)c1 (centres undefined)	106	104	103	/	-11	-0.5	100	99	33	-2	98
O=C(O)C1C2C=CC(O2)C1C(=O)NCc1ccccc1Br (centres undefined)	109	103	100	-6	9	0.2	105	103	9	-1	101
CC(C)CC1(C)NC(=O)N(CC(=O)NC(=O)Nc2ccc3c(c2)OCCO3)C1=O (centres undefined)	105	102	101	-37	13	0.5	102	101	6	3	102
O=C(C[n+]1cccc2ccccc21)c1ccc([N+](=O)[O-])cc1	94	96	97	3	9	0.1	98	96	23	1	95
O=C(c1cc2ccccc2o1)N(C1CC1)C1(C(=O)Nc2ccccc2)CCCC1	97	95	93	0	9	1.8	95	96	9	8	96
CC(C)Sc1nc2c(cnn2-c2ccc(F)cc2)c(=O)[nH]1	102	95	99	/	3	-1.2	97	98	8	1	96
Cc1nc(CCNC(=O)CC2C(=O)NCCN2Cc2ccc(F)cc2)sc1C (centres undefined)	94	90	98	-16	6	-0.6	95	96	5	-2	96
Cc1cccc(Nc2nc(NCCCN3CCOCC3)nc(N)c2[N+](=O)[O-])c1	114	107	103	4	14	2.6	104	106	2	9	103
CCOC(=O)COc1ccc(N)cc1CC(NC(C)=O)(C(=O)OCC)C(=O)OCC	104	101	102	-7	-4	0.6	101	99	14	7	100
COc1cc(OC)cc(C(=O)N[C@H](C(=O)Nc2nnc(C3CC3)s2)C(C)C)c1	100	96	93	/	-8	0.7	93	94	9	9	92
CCOc1c(S(=O)(=O)NC2CC(C)(C)NC(C)(C)C2)ccc(Cl)c1Cl	98	94	95	/	-20	1.4	97	97	13	27	97
Cc1ccc(OC(=O)c2cc3ccccc3o2)cc1	?	?	?	-14	0	0.2	?	?	20	2	?

The results go on:
SMILES	Rac1 wt modul	Cdc42 wt GTP	Rab7 wt modul	Pf gametocyte	Mcl1-Noxa inh	ABCB1 block	Rab2A wt mod	HRas wt GTP bind	Avidin bead fluor	ABCG2 inh	Rac1 mut GTP
COc1cc(-n2c(=O)c3ccccc3n(CC(=O)c3ccccc3)c2=O)cc(OC)c1OC	105	99	100	-17	13	0.4	98	97	11	1	96
Cc1cc(C)cc(-n2nnc(C(=O)NCc3ccc(Cl)cc3)c2N)c1	100	101	97	/	8	-5.9	100	102	10	-2	98
O=C(CSCc1ccc(F)cc1)N1CCN(c2ccccc2)CC1	91	94	93	/	28	0.6	91	94	36	3	90
Cc1ccc2c(c1)/C(=C/c1ccco1)C(=O)N2	91	91	101	3	7	0.0	97	96	26	0	94
COc1ccc(CC(=O)Nc2ccc(N3CCCCC3)cc2)cc1	99	99	108	-11	17	-0.6	101	99	10	-1	96
COc1cc(NC(=O)COc2ccc(Br)cc2)ccc1NC(=O)C(C)C	94	96	95	9	-13	0.3	99	98	7	5	95

Bioassay records: PubChem BioAssay, several laboratories

Rows are unselected (roughly 2.3% active in at least one column).
